High-throughput results from PubChem BioAssay.
APEX1 inh = qHTS Assay for Inhibitors of the Human Apurinic/apyrimidinic Endonuclease 1 (APE1); DNA repair nuclease/redox regulator APEX1 (Homo sapiens), P27695; recombinant APE1, TAMRA/BHQ-2 abasic DNA cleavage fluorescence; Potency, µM (titrated, usually from 65.8 µM), for the others: at the highest dose activity change, negative = inhibition, usual class: inhibitors; 0.35% of 350,000 active;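 also: potency is read from the fitted curve at half-maximal effect; plate controls were vehicle for no effect and reference inhibitor for full effect; nearly all actives have a fitted effect of over 55% in size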
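Endonuclease cleavage of a quenched abasic-site DNA duplex (50 nM) by APE1 (0.75 nM) was tracked by TAMRA dequenching. Compounds were preincubated with enzyme 15 min at room temperature; data normalized to buffer-only and DMSO wells plus NSC13755 control.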
TRHR agonist = qHTS for Small Molecule Agonists and Allosteric Enhancers of Human TRH Receptor: Primary Screen for Agonists | TRHR cells, calcium flux fluo-8, FDSS agonist mode | activation, % at 2 µM | Thyrotropin-releasing hormone receptor (Homo sapiens), P34981 | AID 493084, 2011 | 0.18% of 360,000 active; in the data active = activation above about 30%; also: 0% is about no effect
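In this calcium-flux screen, cells bearing human TRHR are dye-loaded with fluo-8, baselined for 10 cycles, then exposed to library compounds; positive kinetic calcium responses during the agonist phase mark hits, with TRH as control.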
POLK inh = qHTS for Inhibitors of Polymerase Kappa; DNA polymerase kappa (Homo sapiens), Q9UBT6; purified Pol kappa, fluorescent DNA synthesis assay, 10 min; Potency, µM (titrated, usually from 107 µM), for inactives: top-dose activity, negative = inhibition, actives largely listed as inhibitors; 0.53% of 400,000 active; also: potency is read from the fitted curve at half-maximal effect; % is scaled to controls: 0 for no effect and ±100 for the full control effect
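Fluorescent qHTS in 1536-well format: enzyme (10 nM) and compound sat 15 min at room temperature before 50 nM substrate (final) was added. Signal taken at 0 and 10 min; no-enzyme buffer wells were negative controls.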
ERG-DNA inh = qHTS for Small Molecule Inhibitors of the ERG Ets/DNA interaction; 0.028% of 370,000 active; Transcriptional regulator ERG (Homo sapiens), P11308; Potency, µM (highest dose often 76.9 µM), for the others: at the highest dose FP activity, negative = inhibition, usual class: inhibitors; AID 624246, 2012; fluorescence polarization, His-ERG Ets domain / labelled DNA; active = well fitted inhibition curve with a large enough effect in the polarisation, with a control signal flat; inconclusive = small, poorly fitted or top-dose-only effect, or effect the other way, or a change in a side signal; inactive = no such curve, though single readings can be large or run the other way; the % refers to the polarisation;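 also: polarization taken with two DNA probes labelled with fluorescein and Texas red; potency is read from the fitted curve at half-maximal effect; % of control where 0% means no effect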
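His-tagged ERG Ets domain (1 uM in the protein solution; 300mM KCl, 50mM Tris-HCl, 1mM EDTA, 1mM DTT, pH 7.5) received compound, then a probe mix of 5 nM fluorescein-DNA and 100nM Texas-615-DNA. Fluorescence polarization was read for both dyes.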
12-LOX inh = Primary qHTS assay for inhibitors of human arachidonate 12S-lipoxygenase (ALOX12): Round 2; purified 12hLO, xylenol orange hydroperoxide absorbance; Potency, µM (titrated, usually from 108 µM), inactives show at the highest dose activity change, negative = inhibition, actives largely listed as inhibitors; 1.1% of 580,000 active; Polyunsaturated fatty acid lipoxygenase ALOX12 (Homo sapiens), P18054; also: potency is read from the fitted curve at half-maximal effect; % is scaled to controls: 0 for no effect and ±100 for the full control effect
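Purified human 12hLO (150 nM final) in 25 mM Hepes, 0.01% Triton X-100, pH 7.0 was preincubated 15 min at room temperature with compound. Then 40 uM arachidonic acid was added, 30 min. Hydroperoxide was read by Fe-XO absorbance ratio 573/405 nm.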
BLM helicase inh = qHTS Assay for Inhibitors of Bloom's syndrome helicase (BLM); RecQ-like DNA helicase BLM (Homo sapiens), P54132; Potency, µM (series often up to 56.1 µM), for the others: at the top dose activity change, negative = inhibition, usual class: inhibitors; recombinant BLM DNA unwinding, fluorescence dequenching; AID 2528, 2010; 0.2% of 350,000 active;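 also: potency is read from the fitted curve at half-maximal effect; plate controls were vehicle for no effect and no enzyme for full effect; nearly all actives have a fitted effect of over 35% in size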
Target sequence (P54132 whole entry, looked up): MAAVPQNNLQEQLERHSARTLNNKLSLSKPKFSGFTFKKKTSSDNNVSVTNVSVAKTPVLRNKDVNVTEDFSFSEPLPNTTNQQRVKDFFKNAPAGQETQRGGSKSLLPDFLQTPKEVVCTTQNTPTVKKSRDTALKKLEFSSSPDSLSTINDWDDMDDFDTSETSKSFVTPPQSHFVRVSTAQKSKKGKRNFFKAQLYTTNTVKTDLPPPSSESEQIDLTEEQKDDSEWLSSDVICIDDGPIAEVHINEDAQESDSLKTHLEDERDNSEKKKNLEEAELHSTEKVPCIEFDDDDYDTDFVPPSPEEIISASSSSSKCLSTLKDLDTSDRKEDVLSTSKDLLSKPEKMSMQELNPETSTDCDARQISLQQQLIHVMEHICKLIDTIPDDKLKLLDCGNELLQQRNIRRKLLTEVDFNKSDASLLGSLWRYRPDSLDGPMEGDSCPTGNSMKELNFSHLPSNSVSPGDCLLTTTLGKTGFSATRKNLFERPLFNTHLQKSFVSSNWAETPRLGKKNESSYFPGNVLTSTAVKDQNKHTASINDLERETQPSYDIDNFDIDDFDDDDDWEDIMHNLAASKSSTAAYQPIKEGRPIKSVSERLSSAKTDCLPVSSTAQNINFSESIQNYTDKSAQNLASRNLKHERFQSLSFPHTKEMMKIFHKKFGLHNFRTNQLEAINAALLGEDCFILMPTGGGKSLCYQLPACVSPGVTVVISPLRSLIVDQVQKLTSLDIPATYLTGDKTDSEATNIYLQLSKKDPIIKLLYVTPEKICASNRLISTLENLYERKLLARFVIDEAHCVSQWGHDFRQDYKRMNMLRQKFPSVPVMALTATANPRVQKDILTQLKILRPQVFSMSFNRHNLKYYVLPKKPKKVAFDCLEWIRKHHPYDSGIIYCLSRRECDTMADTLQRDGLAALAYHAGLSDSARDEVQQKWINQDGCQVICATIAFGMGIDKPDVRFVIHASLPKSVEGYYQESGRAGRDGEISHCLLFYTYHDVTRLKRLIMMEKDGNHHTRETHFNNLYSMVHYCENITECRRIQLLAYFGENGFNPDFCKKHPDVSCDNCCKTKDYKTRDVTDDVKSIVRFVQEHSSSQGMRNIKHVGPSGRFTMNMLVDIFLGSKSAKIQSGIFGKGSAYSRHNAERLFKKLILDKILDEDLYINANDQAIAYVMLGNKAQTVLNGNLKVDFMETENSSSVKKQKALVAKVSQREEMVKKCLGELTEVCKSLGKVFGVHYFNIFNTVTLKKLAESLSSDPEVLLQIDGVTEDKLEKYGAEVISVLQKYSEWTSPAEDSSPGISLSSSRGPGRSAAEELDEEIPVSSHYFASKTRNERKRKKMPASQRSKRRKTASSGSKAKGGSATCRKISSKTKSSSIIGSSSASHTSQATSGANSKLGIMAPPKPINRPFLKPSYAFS
Pol iota inh = qHTS for Inhibitors of Polymerase Iota; 1% of 390,000 active; Pol iota fluorescent replication assay, 10 min; Potency, µM (series often up to 115 µM), for the others: at the highest dose activity, negative = inhibition, usual class: inhibitors; also: potency is read from the fitted curve at half-maximal effect
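Fluorescent replication assay read twice, at 0 min and 10 min after adding 50 nM (final) substrate. Enzyme (10 nM) and compounds were first incubated 15 min at room temperature; enzyme-free buffer wells were negative controls.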
POLB inh = qHTS Assay for Inhibitors of DNA Polymerase Beta | Potency, µM (titrated, usually from 114 µM), for the others: top-dose activity change, negative = inhibition, usual class: inhibitors | P06746 | 1.3% of 340,000 active | AID 485314, 2010 | Pol beta primer extension/strand displacement, fluorescence kinetic; also: potency is read from the fitted curve at half-maximal effect; % is scaled to controls: 0 for no effect and ±100 for the full control effect
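Pol beta (10 nM) and compounds were preincubated 15 min at room temperature, then 50 nM substrate (final) started primer extension/strand displacement. Reads were taken at 0 and 10 min; concentration-response data were fitted to a four-parameter Hill equation.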
Apoferritin bind = qHTS Assay for Identification of Novel General Anesthetics; Ferritin light chain (Equus caballus), P02791; apoferritin/1-aminoanthracene competitive binding, fluorescence; Potency, µM (series often up to 77.5 µM), without a hit: at the highest dose activity change, negative = displacement, most hits filed as inhibitors; 0.074% of 350,000 active; AID 485281, 2010; also: potency is read from the fitted curve at half-maximal effect; % is scaled to controls: 0 for no effect and ±100 for the full control effect; nearly all actives have a fitted effect of over 20% in size
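Steps: apoferritin (10 uM) was premixed with half-saturated 1-AMA in PBS, compounds were pin-transferred, plates stood 10 min at room temperature, fluorescence was read at 380/535 nm, and curves were fitted with a Hill equation.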
Active calls of the source: *; i = inactive; ? = inconclusive; . = no result given; & = joins results of further samples; [ ] = dose if it differs, or a comment. Unless noted, calls follow the shape of the dose curve; as a rule, active = well fitted curve in the direction sought with a large enough effect; inconclusive = small, poorly fitted or top-dose-only effect, or another doubt; inactive = no such curve, though single readings can be large; an effect the other way counts as inactive or inconclusive. Not all compounds are listed; rates above refer to the full screens.

A first look:
cpd	smiles	APEX1 inh	TRHR agonist	POLK inh	ERG-DNA inh	12-LOX inh
1	OC[C@@H]1O[C@H](OC2[C@@H](O)[C@@H](O)C(O)O[C@@H]2CO)[C@H](O)[C@@H](O)[C@@H]1OC1O[C@H](CO)[C@@H](O)[C@H](O)[C@@H]1O (stereo partly specified)	-4%	.	12%[60.1 µM]	.	.
2	Brc1ccccc1	12%&19%	-0.2	-5%	-1%	7%
3	CCOC(=O)N1CCN(C(=O)Cn2ncc3c4ccccc4n(Cc4ccc(F)cc4)c3c2=O)CC1	.	-1.1	-3%	-9%	3%
4	CCCCCn1c(=O)c(C(=O)Nc2nc3ccccc3[nH]2)c(O)c2ccccc21	-2%	-0.7	4%	-7%	483%[activator]

cpd	BLM helicase inh	Pol iota inh	POLB inh	Apoferritin bind
1	-1%	.	.	-10%
2	-2%	18%	15%	5%
3	-1%	3%	25%	?
4	2%	32%[activator]	-2%	-2%

All compounds of this part, from the first entry:
cpd	smiles	APEX1 inh	TRHR agonist	POLK inh	ERG-DNA inh	12-LOX inh
1	OC[C@@H]1O[C@H](OC2[C@@H](O)[C@@H](O)C(O)O[C@@H]2CO)[C@H](O)[C@@H](O)[C@@H]1OC1O[C@H](CO)[C@@H](O)[C@H](O)[C@@H]1O (stereo partly specified)	-4%	.	12%[60.1 µM]	.	.
2	Brc1ccccc1	12%&19%	-0.2	-5%	-1%	7%
3	CCOC(=O)N1CCN(C(=O)Cn2ncc3c4ccccc4n(Cc4ccc(F)cc4)c3c2=O)CC1	.	-1.1	-3%	-9%	3%
4	CCCCCn1c(=O)c(C(=O)Nc2nc3ccccc3[nH]2)c(O)c2ccccc21	-2%	-0.7	4%	-7%	483%[activator]
5	CN(C)c1ccc(P(=S)(N(C)C)N(C)C)cc1	-8%	-0.4	-7%	-4%	14%
6	CC(C(=O)c1ccccc1)N1C(=O)c2ccccc2C1=O (stereo unspecified)	0%	-0.5	-12%	-12%	-10%
7	COC(=O)C1=C(c2c(C)noc2C)C[C@@H]2CC[C@H]1N2C(=O)NC(C)C	14%	-0.4	4%	-17%	?
8	CCCCn1c(=O)c(C(=O)NCc2ccc(Cl)cc2)c(O)c2ccccc21	0%	0.2	-11%	5%	0%
9	N[C@@]1(C(=O)O)CC[C@@H](C(=O)O)C1	-4%&13%	0.5	-11%[60.1 µM]	-1%	-14%
10	COCCOC(=O)c1c(C)n(C)c2ccc(OC(=O)N(C)C)cc12	-1%	1.2	-1%	-2%	15%
11	CCc1cccc(NC(=O)C2CCN(S(=O)(=O)c3ccc(Br)s3)CC2)c1	.	0.0	0%	2%	-14%
12	Cc1nn(-c2ccccc2)c(C)c1NC(=O)COC(=O)Cc1ccccc1	17%	0.1	-7%	7%	8%
13	CC(C)Oc1cccc(C(=O)C2CCCN(C3CCOCC3)C2)c1 (stereo unspecified)	20%	-0.1	9%	-8%	4%
14	O=C(c1cccn2c(=O)c3ccccc3nc12)N1CCC2(CC1)OCCO2	4%	-0.1	-7%	2%	-4%
15	C=C(C)Cn1c(-c2cccc([N+](=O)[O-])c2)n[nH]c1=S	4%	0.0	3%	42%[activator]	?

cpd	BLM helicase inh	Pol iota inh	POLB inh	Apoferritin bind
1	-1%	.	.	-10%
2	-2%	18%	15%	5%
3	-1%	3%	25%	?
4	2%	32%[activator]	-2%	-2%
5	3%	6%	-7%	?
6	-4%	121%[activator]	-8%	-16%
7	.	26%	.	.
8	-12%	16%	5%	-9%
9	.	-5%	15%[57.1 µM]	.
10	3%	37%[activator]	4%	-7%
11	-8%	49%[activator]	-11%	-9%
12	.	37%[activator]	.	.
13	-3%	23%	17%	-5%
14	-2%	16%	-1%	431%[activator]
15	-5%	84%[activator]	30%	-7%

Next entries follow:
cpd	smiles	APEX1 inh	TRHR agonist	POLK inh	ERG-DNA inh	12-LOX inh
16	CC(=O)c1ccccc1NC(=O)C1C2CCC(O2)C1C(=O)O (stereo unspecified)	6%	0.2	.	.	.
17	Cc1cc(/C=C2\C(=O)NC(=O)N(c3ccc(Cl)cc3)C2=O)c(C)n1C	1%	-0.5	-19%	1%	-18%
18	O=[N+]([O-])c1cccc(NP(=O)(Oc2ccccc2)Oc2ccccc2)c1	13%	0.3	-3%	-4%	i
19	O=[N+]([O-])c1ccc(N2CCNCC2)cc1NCC1CCCO1 (stereo unspecified)	-4%	-0.5	-6%	11%	0%
20	Cc1ccc(-n2c(O)c(C=NCCCn3ccnc3)c(=O)[nH]c2=O)cc1	2%	-0.1	-9%	-5%	182%[activator]
21	CN(C)C(=O)Oc1cccc(-c2cn3cc(Cl)ccc3n2)c1	15%	-0.6	4%	.	-2%
22	O=C(c1ccc(N2CC3CC(C2)c2cccc(=O)n2C3)c([N+](=O)[O-])c1)N1CCCC1 (stereo unspecified)	-1%	0.6	-12%	0%	-1%
23	COc1ccc(CC2c3cc(OC)c(OC)cc3CCN2C)cc1O (stereo unspecified)	-2%	-0.1	4%	4%	12%
24	CC(=O)OC1(c2ccc(C)cc2)CN2CCC1c1ccccc12 (stereo unspecified)	0%	0.2	-6%	-3%	?
25	O=C(CN1CCCC1=O)NCCc1ccccc1	1%	-0.3	1%	-2%	-1%
26	COC(=O)c1c(C)n(Cc2ccco2)c2ccc(O)cc12	-5%	-0.3	-15%	-10%	5%
27	COc1ccc(N=C(C)c2c(O)n(C3CCCCC3)c(=O)[nH]c2=O)c(OC)c1	-2%	-0.3	-8%	1%	13%
28	O=c1[nH]c(=O)n(C2CCCCC2)c(O)c1/C=C/C=Nc1ccccc1	-4%	63*	4%	26%	18%
29	C[C@@H]1C[C@H]2CC[C@H](O2)[C@H](C)C(=O)O[C@@H](C)C[C@@H]2CC[C@@H](O2)[C@@H](C)C(=O)O[C@H](C)C[C@H]2CC[C@H](O2)[C@H](C)C(=O)O[C@@H](C)C[C@@H]2CC[C@@H](O2)[C@@H](C)C(=O)O1	-2%	.	6%[60.1 µM]	.	.
30	Cc1ccc(CN2CCCN(Cc3ccc(Cl)cc3)S2(=O)=O)cc1	-3%	0.6	-8%	1%	8%

cpd	BLM helicase inh	Pol iota inh	POLB inh	Apoferritin bind
16	0%	.	14%	-4%
17	-5%	-13%	1%	-12%
18	-15%	-9%	-1%	-5%
19	4%	12%	5%	-19%
20	-2%	28%	-28%	-4%
21	4%	36%[activator]	26%	-2%
22	-5%	135%[activator]	88%	-14%
23	-8%	27%	10%	-6%
24	-3%	-6%	-8%	-8%
25	1%	-3%	0%	-4%
26	-2%	-8%[58.9 µM]	-2%	0%
27	0%	4%	0%	-12%
28	-2%	1%	?	4%
29	-2%	.	.	6%
30	-11%	50%[activator]	34%	-3%

(cont.)
cpd	smiles	APEX1 inh	TRHR agonist	POLK inh	ERG-DNA inh	12-LOX inh
31	CCCCCCCCCCCCCC(=O)O[C@@H]1[C@@H](C)[C@@]2(O)[C@@H](C=C(CO)C[C@@]3(O)C(=O)C(C)=C[C@@H]23)C2C(C)(C)[C@@]21OC(C)=O (stereo partly specified)	2%	.	?	.	36%[activator]
32	COC(=O)C1=C(c2ccc(F)cc2F)C[C@@H]2CC[C@H]1N2C	-7%	0.1	-1%	17%	?
33	CCC(Oc1ccc(Cl)cc1)C(=O)OC1CC2CCC(C1)N2C (stereo unspecified)	0%	.	8%[19.4 µM]	.	-4%
34	CCCC(=O)NC(Oc1ccc(Cl)cc1Cl)C(Cl)(Cl)Cl (stereo unspecified)	-2%	-0.1	-9%	.	-11%
35	COc1ccc2[nH]c(C)c(CCNCc3cc(OC)c(OC)c(OC)c3)c2c1	-3%	-0.8	-6%	-21%	-24%
36	Cc1cc(N2C(=O)CC(N3CCC(n4c(=O)[nH]c5ccccc54)CC3)C2=O)no1 (stereo unspecified)	3%	-0.5	-2%	-5%	?
37	N#Cc1ccccc1NC(=O)CN1CC=C(c2ccccc2)CC1	-5%	-0.2	1%	-6%	-4%
38	CC1(C)C(=O)CCC2C1=CCC1C2CCC2(C)C(O)CCC12 (stereo unspecified)	.	.	-4%	11%	?

cpd	BLM helicase inh	Pol iota inh	POLB inh	Apoferritin bind
31	.	?	-28%[57.1 µM]	.
32	.	18%	.	.
33	.	.	.	-7%
34	-1%	12%	14%	?
35	-10%	163%[activator]	1%	-15%
36	2%	9%	-3%	6%
37	0%	78%[activator]	-1%	-20%
38	.	101%[activator]	.	.
